PglD inh = C. jejuni PglD acetyltransferase inhibitors, primary screen, biochemical, DTNB colorimetric, single point; 360,000 compounds, 0.098% hits; UDP-N-acetylbacillosamine N-acetyltransferase PglD (Campylobacter jejuni); AID 602405, 2012; inhibition, % at 12.5 µM; purified PglD enzyme, DTNB colorimetric CoA detection; in the data active = inhibition above about 16%, passing the limit was not always enough; also: strong numbers were not always called active
RAD52 anneal inh = RAD52 DNA annealing inhibitors, primary screen, biochemical, FRET, single point, set 2; DNA repair protein RAD52 homolog (Homo sapiens), P43351; recombinant RAD52 DNA annealing, FRET fluorescence; inhibition, % at 18.7 µM; 360,000 compounds, 0.46% hits;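 active = every replicate showing at least 50% inhibition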
miR-122 sensor = miR-122 Renilla sensor signal increase in Huh7, primary screen, miR-122 inhibitor project, cell-based, single point, plate reader | Huh7 miR-122 Renilla luciferase sensor, 48 h; neutral wells = 0, positive control = 100 | activation (reporter increase), % at 12.5 µM | 340,000 compounds, 0.3% hits;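 active = mean replicate activation score at least 90 and every replicate individually at or above 90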;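 also: higher luciferase means less miR-122 activity so hits act as miR-122 inhibitors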
E-selectin induc = E-selectin induction in HUVECs, primary screen, imaging, HUVEC, immunofluorescence imaging, single point | P16581 | normalized: neutral wells 0, TNF-alpha wells 100 | activation, % at 7.58 µM | 260,000 compounds, 0.37% hits;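 active = mean E-selectin-positive cell signal at least 10% of the positive control, reached in at least 60% of replicates, without over 20% cell loss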;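 also: in these data hits start at about 27%; measured in HUVEC primary endothelial cells; signal is the percent of cells scored E-selectin positive by PE staining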
Target sequence (P16581 whole entry, looked up): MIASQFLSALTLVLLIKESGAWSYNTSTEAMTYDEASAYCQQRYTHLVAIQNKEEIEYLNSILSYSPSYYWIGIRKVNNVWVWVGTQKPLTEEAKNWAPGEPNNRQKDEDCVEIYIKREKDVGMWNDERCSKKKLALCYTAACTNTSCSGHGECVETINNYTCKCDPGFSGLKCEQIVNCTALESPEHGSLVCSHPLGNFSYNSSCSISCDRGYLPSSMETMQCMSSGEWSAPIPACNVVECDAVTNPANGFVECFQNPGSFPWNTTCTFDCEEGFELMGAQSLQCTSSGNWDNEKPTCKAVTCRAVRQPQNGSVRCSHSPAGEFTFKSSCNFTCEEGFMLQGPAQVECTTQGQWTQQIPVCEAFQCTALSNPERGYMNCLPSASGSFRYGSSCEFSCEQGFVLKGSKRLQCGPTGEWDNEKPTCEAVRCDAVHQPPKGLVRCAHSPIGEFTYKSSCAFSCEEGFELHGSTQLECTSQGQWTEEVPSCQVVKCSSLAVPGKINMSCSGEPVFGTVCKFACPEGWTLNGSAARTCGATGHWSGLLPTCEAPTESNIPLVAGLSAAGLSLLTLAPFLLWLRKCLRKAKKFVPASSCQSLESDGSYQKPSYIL
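Assay system: HUVEC primary endothelial cells. Input: 3,000 HUVEC seeded per well. Doses: one compound dose added by pin transfer. Read-out basis: % PE-positive cells. Benchmarks: TNF-alpha high, DMSO low. Detection: immunofluorescence imaging. Buffer or medium: EGM-2, gelatin.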
ERAP1 inh = human ERAP1 aminopeptidase inhibitors, primary screen, biochemical, single point, plate reader; 340,000 compounds, 0.15% hits; Endoplasmic reticulum aminopeptidase 1 (Homo sapiens), Q9NZ08; inhibition, % at 10.7 µM; recombinant ERAP1, Leu-AMC fluorescence, 60 min;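 active = mean replicate inhibition of at least 30%, or all replicates individually reaching that 30% level; inactive = mean below 30% and not every replicate reaching it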;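 also: 0% = neutral control wells and 100% = L-leucinethiol positive control wells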
RAD54 branch = inhibitors of human RAD54 branch migration, primary screen, biochemical, fluorescence, single point; DNA repair and recombination protein RAD54-like (Homo sapiens), Q92698; RAD54 Holliday junction branch migration, FAM/BHQ fluorescence; inhibition, % at 10.4 µM; 360,000 compounds, 0.14% hits;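 active = mean normalized replicate activity at least 40 and at least half of replicates scoring 40 or more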;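 also: 0% = median of neutral control wells and 100% = median of positive control wells; inhibitors cause a drop in the FAM fluorescence signal; in these data hits start at about 50%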
PGC1a acetyl inh = inhibitors of PGC1a acetylation signal, primary screen, cell-based, U2OS, AlphaScreen, inhibitor mode. AlphaScreen anti-acetyl-lysine; with virally co-expressed GCN5 acetyltransferase. inhibition, % at 15.6 µM. 350,000 compounds, 0.17% hits. AID 651687, 2012;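 active = every replicate shows inhibition of at least 40%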;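 also: 0% = neutral control wells and 100% = positive control wells; some results beyond the cut were filed as inactive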
Cneo AK release = Cryptococcus neoformans cell lysis inducers, primary screen, AK release luminescence, single concentration | C. neoformans lysis, adenylate kinase release luminescence, 4 h; normalised: neutral wells 0, clomiphene wells 100 | lysis activity, % at 15 µM | 360,000 compounds, 0.2% hits | AID 651654, 2012;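 active = mean lysis activity across replicates of at least 80%, whatever share of replicates individually reach that level; inactive = mean lysis activity below 80%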
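Assay system: log-phase C. neoformans yeast / Quantity: yeast cell density of 5 × 10^6 cells/mL / Medium: fresh YPD growth medium / Compound: single dose / Timing: static 4 h at 37 °C with compound, 1 h detection / Measured by: adenylate kinase release luminescence / Read-out: lysis from increased AK signal / Benchmarks: Clomiphene as positive lysis control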
* marks the source's active call; other numbers are inactive results; · = not tested or not shown; [ ] = remark or other dose.

smiles	PglD inh	RAD52 anneal inh	miR-122 sensor	E-selectin induc	ERAP1 inh	RAD54 branch	PGC1a acetyl inh	Cneo AK release
COc1ccccc1NC(=O)Cn1c(=O)oc2cc(S(=O)(=O)N3CCCC3)ccc21	2	-16	-7	0.2	-7	-2	-2	1
C[C@H]1CN([C@@H](C)CO)C(=O)Cc2cc(NC(=O)NC3CCCCC3)ccc2O[C@@H]1CN(C)S(C)(=O)=O	-1	-2	16[16.7 µM]	9.1	-1	1	-3	-2
COc1ccc(C(=O)N2CCN(C(=O)c3ccncc3)CC2)cc1	-2	·	-8	·	·	-6	8	0
CNC[C@H]1Oc2ccc(NS(=O)(=O)c3ccccc3)cc2C(=O)N([C@@H](C)CO)C[C@H]1C	1	4	-2[16.7 µM]	·	0	1	11	1
Cc1csc(NC(CO)c2nc3ccccc3n2CCOCCO)n1 (stereo not given)	6	-17	1	0.1	·	5	2	0
C=CCn1c(-c2cccc3ccccc23)n[nH]c1=S	-1	·	-3	-2.3	·	-1	-7	18
COc1ccccc1C(=O)Nc1ccc2c(c1)OC[C@@H](C)NC[C@H](C)[C@H](OC)CN(C)C2=O	-1	8	·	0.6	-4	-2	4	4
CC(=O)N1CCC(O)(c2cccc(C(F)(F)F)c2)CC1	2	·	7	·	·	-8	·	0
COc1ccc(-c2nn(-c3ccccc3)cc2C(=O)Nc2ccc(C(=O)O)cc2)cc1	4	-20	-1	·	2	-1	·	-2
CCOC(=O)c1cnc2ccccc2c1Nc1cccc(C(=O)O)c1	4	-7	3	·	-6	-12	24	9
COc1ccc(NC(=O)CC2SC3=NCCN3C2=O)cc1 (stereo not given)	9	2	-4	·	-2	-10	2	0
CCCC#Cc1ccc([C@@H]2[C@@H](CO)N3CCCCN(CC4CCOCC4)C[C@H]23)cc1	4	14	6[16.7 µM]	-0.1	1	-5	-12	-1
Cc1ccc(S(=O)(=O)N(C)C[C@@H]2Oc3ccc(NS(=O)(=O)c4cccs4)cc3C(=O)N([C@@H](C)CO)C[C@H]2C)cc1	-4	7	-3[16.7 µM]	2.0	0	1	19	-2
C[C@H]1CN([C@@H](C)CO)C(=O)c2cc(C3=CCCC3)cnc2O[C@H]1CN(C)C(=O)c1ccccc1	-2	-7	3[16.7 µM]	0.1	1	-6	5	0
O=C(Nc1cccc2ccccc12)N1CCOCC1	3	·	-9	·	·	1	12	0
C[C@H]1CN([C@@H](C)CO)S(=O)(=O)c2ccc(C#Cc3ccccc3)cc2O[C@@H]1CN(C)C(=O)CN(C)C	-3	35	-5[16.7 µM]	0.5	0	-4	-23	5
CC(=O)Oc1ccccc1-c1nc(/C=C/c2ccccc2)no1	-23	-10	-5	-0.2	0	5	1	-4
CCN1CCCC1CNCc1cccc(OC)c1OCc1ccccc1F (stereo not given)	3	8	·	·	-9	-2	7	0
Cc1ccccc1C(=O)Nc1ccc(CN2CCOCC2)cc1	-1	-12	2	·	-2	5	0	0
Cc1cc(NC(=O)CCC(=O)N(CC(=O)NC2CCCC2)c2ccc(F)cc2)no1	-3	3	0	-0.1	-5	-6	-2	3
CC1=C(C(=O)Nc2cc(C)ccn2)C(c2ccc(C)cc2)C2=C(CCCC2=O)N1 (stereo not given)	-5	·	-1	·	·	-7	-13	2
Cc1ccc2c(CC(=O)OCC(=O)Nc3ccc(Cl)cn3)coc2c1	-2	-54	2	·	-2	1	·	-1
COc1ccc(S(=O)(=O)N=C2C=C(C)C(=O)C(C)=C2)cc1	-4	·	50	·	·	5	0	-1
Cn1c(CNc2ccccc2)cc(=O)n(C)c1=O	-10	·	0	·	·	12	-3	-4
N#Cc1c(SCC(=O)O)nc(N2CCCCC2)c2c1CCCC2	0	·	-4	·	·	-3	2	3
O=C(NC1(C(F)(F)F)NC(=O)N(C2CCCC2)C1=O)C1CC1 (stereo not given)	-6	·	-2	·	·	-4	4	0
COc1ccc(CCNC(=O)c2ccc3c(c2)OCO3)cc1	0	-7	3	·	-5	-3	-19	0
Cc1cc(CN2CCC(n3nccc3NC(=O)c3ccccc3Cl)CC2)cc(C)c1O	-6	-1	1	·	-3	-3	·	-1
CCCCOc1ccc(/C(O)=C2/C(=O)C(=O)N(CCN(C)C)C2c2ccc(O)c(OC)c2)cc1 (stereo not given)	4	·	-4	·	·	0	1	1
Cc1cccc(CN2CCN(CC(=O)N3CCCC3)C2=O)c1	-4	·	-3	·	·	4	-1	-2
CCCCn1c(=NC(=O)c2cccnc2)c(C(=O)OCC)cc2c(=O)n3ccccc3nc21	-3	·	6	·	·	7	-115	0
COC(=O)C1=CN(CC2CCCO2)C=C(C(=O)OC)C1c1cccc(O)c1 (stereo not given)	·	-6	-4	·	-148	·	1	·
CCN1[C@H](C(=O)N2CCc3ccccc3C2)[C@@H](CO)[C@@H]2Cn3c(cccc3=O)[C@@H]21	-1	-27	0[16.7 µM]	0.0	3	-18	-1	-2
CCC(=O)N1CCc2cc(S(=O)(=O)NCCC(=O)Nc3cc(C)cc(C)c3)ccc21	-1	·	4	·	·	7	-8	4
Oc1ccc2c(c1)C1CCCC1(N1CCOCC1)O2 (stereo not given)	-4	·	-4	·	·	-6	2	2
C[C@H]1CN([C@@H](C)CO)C(=O)c2cc(NC(=O)CCC(F)(F)F)ccc2O[C@@H]1CN(C)C(=O)Nc1ccc(F)cc1	-2	6	-4[16.7 µM]	0.5	0	5	6	54
CCCNC(=O)N[C@@H]1CC[C@H](CC(=O)NC2CCCCC2)O[C@@H]1CO	1	-6	·	0.2	-2	6	3	-1
Cc1cc(C(=O)COC(=O)c2ccc(N)c([N+](=O)[O-])c2)c(C)n1-c1ccc2c(c1)OCO2	-3	-16	-5	0.9	9	2	4	-2
O=C(NCCc1ccccc1)C1CCN(S(=O)(=O)c2ccc(-c3nn[nH]n3)cc2)CC1	-5	·	1	·	·	-6	-7	4
CCOCCn1c(CN2CCCCC2)nc2c1c(=O)n(C)c(=O)n2C	-3	-5	-2	·	0	-5	-2	-3
COCC(=O)N(C)C[C@H]1Oc2cc(-c3ccc(OC)cc3)ccc2S(=O)(=O)N([C@@H](C)CO)C[C@H]1C	5	16	-15[16.7 µM]	0.2	1	0	-5	3
Cc1ccc2nc(COC(=O)c3cccnc3Cl)cc(=O)n2c1	-1	-3	5	0.3	1	6	-1	6
C[C@H]1CN([C@@H](C)CO)C(=O)c2cc(N(C)C)ccc2O[C@H]1CN(C)C(=O)Nc1ccc(C(F)(F)F)cc1	3	12	-2[16.7 µM]	0.0	-2	2	-18	0
CCOc1ccc(-n2c(SCC(=O)Nc3ccccc3C)n[nH]c2=O)cc1	1	·	-9	·	·	1	-8	-2
O=C(c1cc2c(ccc3ccccc32)o1)N1CCN(c2ncc(C(F)(F)F)cc2Cl)CC1	-7	·	6	·	·	0	1	-1
COc1ccc2c(=O)cc(-c3cccnc3)oc2c1OC	4	-10	·	0.0	-1	13	·	4
CCc1ccc(-n2ccc(=O)c(C(=O)O)n2)cc1	-1	-11	-2	0.1	0	3	7	0
COc1ccc(C)cc1N(C(=O)c1cccc(F)c1)c1nc2ccccc2s1	-3	·	10	·	·	6	0	-1
COc1ccc(/C=N/n2c(C)nc3ccccc3c2=O)cc1	-1	-11	-1	31*	-3	0	11	-3
CCC(NC(=O)Cn1cnc2c(=O)n(C)c(=O)n(C)c21)c1ccccc1 (stereo not given)	-6	·	-11	·	·	0	-2	1
C[C@@H]1CN([C@H](C)CO)C(=O)c2c(c3ccccc3n2C)-c2ccccc2CO[C@@H]1CN(C)Cc1cccc2c1OCCCO2	·	43	·	-4.2	-1	·	-12	·
COC(=O)C[C@@H]1CC[C@@H]2[C@H](COc3ccc(NC(=O)c4cnccn4)cc3C(=O)N2C)O1	0	·	-4[16.7 µM]	0.0	·	-5	4	·
Cc1ccc(S(=O)(=O)Nc2cccc3c2O[C@@H](CN(C)C(=O)Nc2ccc4c(c2)OCO4)[C@@H](C)CN([C@@H](C)CO)C3=O)cc1	0	7	3[16.7 µM]	0.8	0	2	-2	2
O=C(Nc1ccccc1)N[C@H]1CC[C@H](CCNS(=O)(=O)c2ccccc2F)O[C@@H]1CO	2	-1	·	-1.4	-5	-1	-1	-2
C[C@@H]1CCCCO[C@@H](CN(C)S(=O)(=O)c2ccc(Cl)cc2)[C@H](C)CN([C@@H](C)CO)C(=O)c2cc(NC(=O)CCCN(C)C)ccc2O1	1	47	5[16.7 µM]	-0.1	-4	0	3	0
CCn1c(=O)c(C(=O)NCCc2ccccc2)c(O)c2ccccc21	-5	·	8	·	·	-7	0	-1
CC(=O)Nc1ccc2c(c1)C(=O)N(C1CCCCC1)C2=O	-7	·	1	·	·	-3	-9	-1
O=C(Cc1ccccc1)Nc1ccc(C(=O)Nc2ccc(O)cc2)cc1	·	-10	·	0.0	-4	-4	·	-1
c1ccn2c(SCc3cn4ccsc4n3)nnc2c1	4	·	-1	·	·	-5	22	-1
Cn1c(SCC(=O)NCc2ccc(F)cc2)nc2ccccc21	-4	·	5	·	·	2	-7	-1
Cc1noc(C)c1NC(=O)N(C)C[C@H]1Oc2c(NC(=O)Nc3ccc(F)cc3)cccc2C(=O)N([C@@H](C)CO)C[C@H]1C	-1	5	3[16.7 µM]	5.4	1	-1	23	1
O=C1C=C(N2CCCCC2)c2ccccc2C1=O	1	-12	4	0.8	·	3	-25	-12

High-throughput results (PubChem)
